# Pf growth 96h – P. falciparum growth inhibition at 96 hours; Potency, µM (series often up to 28.7 µM), for the others: at the top dose activity change, negative = inhibition, actives largely listed as inhibitors; actives 6.9% (n = 320,000); P. falciparum luciferase reporter growth, 96 h
#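 Delayed-death screen, second-generation endpoint: infected erythrocytes, 2% hematocrit, 0.05% parasitemia final; 96 hours at 37 C, 5% CO2; luciferase detection reagent; luminescence decrease equals reduced growth.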
# TbPYK inhibitor – blocks Trypanosoma brucei pyruvate kinase; TbPYK enzyme, Kinase-Glo Plus ATP luminescence, 45 min; Potency, µM (top dose mostly 76.8 µM), inactives show top-dose activity, negative = inhibition, hits mostly inhibitors; actives 0.12% (n = 410,000); AID 624173; also: nearly all actives have a fitted effect of over 50% in size
#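 Screened from lowest to highest concentration, compounds were pinned into TbPYK/substrate mixtures, and ADP (130 uM final) was added. Plates sat at room temperature for 45 min prior to Kinase-Glo Plus detection by luminescence.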
# LmPK inhibitor – inhibitors of Leishmania mexicana pyruvate kinase. Q27686. AID 1721. actives 0.37% (n = 290,000). purified LmPK, Kinase-Glo ATP luminescence, 1 h. Potency, µM (top dose mostly 57.5 µM), for inactives: top-dose activity change, negative = inhibition, most hits filed as inhibitors
# Target sequence (Q27686 whole entry, looked up): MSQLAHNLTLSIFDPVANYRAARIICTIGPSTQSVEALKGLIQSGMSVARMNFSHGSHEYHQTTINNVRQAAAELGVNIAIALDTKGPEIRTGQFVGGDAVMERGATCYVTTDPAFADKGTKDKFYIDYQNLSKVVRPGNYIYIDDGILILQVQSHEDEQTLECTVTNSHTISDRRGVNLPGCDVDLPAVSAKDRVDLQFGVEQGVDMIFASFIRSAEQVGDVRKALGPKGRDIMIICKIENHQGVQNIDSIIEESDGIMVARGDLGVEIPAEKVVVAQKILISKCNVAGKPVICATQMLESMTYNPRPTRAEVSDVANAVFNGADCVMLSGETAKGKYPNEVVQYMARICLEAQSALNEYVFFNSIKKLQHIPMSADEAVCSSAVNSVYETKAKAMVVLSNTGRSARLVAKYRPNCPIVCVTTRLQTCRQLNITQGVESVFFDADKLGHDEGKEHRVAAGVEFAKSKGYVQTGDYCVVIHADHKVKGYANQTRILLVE
#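 0.1 nM LmPK, 0.5 mM PEP, 0.1 mM ADP; 50 mM imidazole pH 7.2, 7 mM MgCl2, 50 mM KCl; 1 h RT. Kinase-Glo luminescence readout, normalized to no-enzyme (full inhibition) and uninhibited wells.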
# Pf growth 48h – inhibits P. falciparum growth in the first generation, 48 h; P. falciparum luciferase growth in erythrocytes, 48 h; Potency, µM (highest dose often 28.7 µM), for the others: top-dose activity change, negative = inhibition, usual class: inhibitors; actives 5.9% (n = 310,000)
#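 Luminescence readout; reporter = integrated firefly luciferase in P. falciparum. RBC culture at 2% hematocrit, 0.1% parasitemia final, 37 C/5% CO2; decreased signal taken as growth inhibition.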
# Sm TGR inh – S. mansoni TGR enzyme inhibition; Q962Y6; AID 485364; actives 3% (n = 360,000); Potency, µM (titrated, usually from 114 µM), inactives show top-dose activity change, negative = inhibition, actives largely listed as inhibitors; purified TGR, DTNB reduction, TNB absorbance 405 nm; also: nearly all actives have a fitted effect of over 60% in size
#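 First, TGR (20 nM dispensed) and NADPH were mixed with compound. Second, a 15 min room-temperature incubation followed. Third, further NADPH and then DTNB were added to start the reaction. Finally, TNB absorbance was monitored kinetically.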
# HCV inh – inhibitors of hepatitis C virus infection. actives 3.4% (n = 340,000). Huh7.5.1 HCVcc-Cre infection, luciferase reporter, 44 h. Potency, µM (titrated, usually from 41.8 µM), for the others: top-dose activity change, negative = inhibition, most hits filed as inhibitors
#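 Whole-lifecycle infectious HCVcc-Cre system; cells 1,000/well, compound then virus (~0.5 moi) added 4 h after plating, 44 h culture. Luciferase read 15 sec following 15 min substrate incubation, room temp.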
# Active calls of the source: *; ? = inconclusive; / = no result given; [ ] = another dose, or the depositor's remark. Calls follow the shape of the dose curve; as a rule, active = well fitted curve in the direction sought with a large enough effect; inconclusive = small, poorly fitted or top-dose-only effect, or another doubt; inactive = no such curve, though single readings can be large; an effect the other way counts as inactive or inconclusive. % is scaled to controls: 0 for no effect and ±100 for the full control effect; potency is read from the fitted curve at half-maximal effect.
1	Cc1cccc(C)c1NC(=O)CSc1cc(C(=O)c2nccn2C)c2ccccc2n1
2	COc1ccc(NC(=O)c2cccs2)cc1C(=O)N1CCN(c2ccccc2)CC1
3	CCOC(=O)C(C)Sc1ncc(-c2ccc(Cl)cc2)cn1 (stereo unspecified)
4	Brc1ccc(CSc2nnc3ccccn23)cc1
5	COc1ccc(C2C(=O)c3ccccc3C2=Nc2ccc(Br)cc2)cc1 (stereo unspecified)
6	FC(F)(F)c1cc(-c2ccco2)nc(NCc2cccs2)n1
compound no.	1	2	3	4	5	6
Pf growth 96h	-1.0%	80.5%[activator]	?	14.4%	?	?
TbPYK inhibitor	-6.1%	1.4%	9.6%	-9.0%	2.6%	-2.1%
LmPK inhibitor	1.5%	1.4%	2.5%	1.2%	1.9%	5.2%
Pf growth 48h	13.8%	-12.4%	1.0%	22.7%	50.0%[activator]	-10.2%
Sm TGR inh	-5.6%	2.1%	19.7%	8.8%	?	20µM*
HCV inh	1.9%	-24.2%	25.3%	14.9%	-7.3%	-29.1%

7	O=C(O)CCCC(=O)N1CCC(C(O)(c2ccccc2)c2ccccc2)CC1
8	CCOc1ccccc1NC(=O)Cn1nnc(C(=O)NCCc2ccc(OCC)c(OCC)c2)c1N
9	COc1ccc(N(C)S(=O)(=O)c2cccc(C(=O)NCC3CCCO3)c2)cc1 (stereo unspecified)
10	O=c1c(-c2nnc(SCc3ccc(Cl)c(Cl)c3)o2)cccn1Cc1ccccc1
11	Cn1c(SCC#N)nnc1-c1cnccn1
12	Cc1ccc(S(=O)(=O)N2CC(C)N(C(=O)N3CCOCC3)C2)cc1 (stereo unspecified)
compound no.	7	8	9	10	11	12
Pf growth 96h	-0.5%	-9.4%	?	?	-16.6%	5.9%
TbPYK inhibitor	0.6%	0.1%	-4.1%	-1.2%	-0.4%	0.2%
LmPK inhibitor	1.2%	-3.8%	5.2%	4.1%	-4.7%	0.0%
Pf growth 48h	1.3%	?	/	?	24.4%	3.5%
Sm TGR inh	/	5.0%	-8.0%	-1.2%	-3.2%	27.3%
HCV inh	-27.6%	?	4.0%	?	4.8%	8.8%

13	Cc1nc(C(=O)O)nn1-c1cc(Cl)ccc1Cl
14	O=C(NCCCO)c1ccc(CSc2nc3ccccc3c(=O)[nH]2)cc1
15	CNC(=O)COC(=O)c1cccc(S(=O)(=O)N2CCN(c3ccc(F)cc3)CC2)c1
16	CCCCC(Sc1nc(C)c(Cc2ccccc2)c(=O)[nH]1)C(=O)O (stereo unspecified)
17	COC(=O)C1=C(C)Nc2nnnn2C1c1cccnc1 (stereo unspecified)
18	Cc1cccc(CC2S/C(=N/N=C/c3ccco3)N(c3ccccc3)C2=O)c1 (stereo unspecified)
compound no.	13	14	15	16	17	18
Pf growth 96h	25.0%	-2.4%	17.0%	?	?	-11.0%
TbPYK inhibitor	-3.2%	2.6%	2.0%	5.0%	-1.0%	-8.8%
LmPK inhibitor	-1.0%	-1.5%	5.6%	-4.1%	0.8%	0.7%
Pf growth 48h	10.7%	108.6%[activator]	3.0%	?	5.3%	?
Sm TGR inh	/	7.0%	4.8%	7.1%	-3.8%	?
HCV inh	6.6%	14.0%	7.4%	10.0%	-0.9%	8.2%

19	CC(=O)CC(C)(C)S(=O)(=O)c1ccc(Oc2ccc(S(=O)(=O)C(C)(C)CC(C)=O)cc2)cc1
20	COc1ccc(CCNCC(=O)Nc2ccc(OC(F)F)cc2)cc1
21	Cc1cccc(C)c1NC(=O)N1CCC(C(=O)c2ccc(F)cc2)CC1
22	CC(C)C(=O)Nc1ccc2c(c1)C(=O)N(CCC(=O)O)C2=O
23	Cc1cc(Nc2ccccc2)n(CCOC(=O)COc2ccccc2)n1
24	COc1cccc(C(=O)N2CCN(C(=O)c3ccc(-c4ccccc4)cc3)CC2)c1OC
compound no.	19	20	21	22	23	24
Pf growth 96h	-16.1%	21.1%	-6.8%	18.6%	-15.9%	88.9%[activator]
TbPYK inhibitor	-3.0%	-16.4%	0.0%	2.4%	-11.3%	2.7%
LmPK inhibitor	4.5%	6.3%	6.4%	-6.3%	12.3%	7.9%
Pf growth 48h	9.3%	23.7%	-9.3%	7.1%	/	?
Sm TGR inh	-0.9%	-5.6%	-3.4%	3.2%	14.3%[11.4 µM]	7.8%
HCV inh	24.0%	-10.6%	7.5%	16.7%	-2.5%	-5.0%

# 3 records picked at random from the list so far, as already listed:
24	COc1cccc(C(=O)N2CCN(C(=O)c3ccc(-c4ccccc4)cc3)CC2)c1OC
20	COc1ccc(CCNCC(=O)Nc2ccc(OC(F)F)cc2)cc1
23	Cc1cc(Nc2ccccc2)n(CCOC(=O)COc2ccccc2)n1
compound no.	24	20	23
Pf growth 96h	88.9%[activator]	21.1%	-15.9%
TbPYK inhibitor	2.7%	-16.4%	-11.3%
LmPK inhibitor	7.9%	6.3%	12.3%
Pf growth 48h	?	23.7%	/
Sm TGR inh	7.8%	-5.6%	14.3%[11.4 µM]
HCV inh	-5.0%	-10.6%	-2.5%

# The list continues.
25	CCCCn1c(N)c(N(CCOC)C(=O)c2cc(-c3ccccc3Cl)nc3ccccc23)c(=O)[nH]c1=O
26	Cc1ccc(OCCOCCn2cnc3ccccc3c2=O)c([N+](=O)[O-])c1
27	O=C(NNC(=O)c1ccc(Cl)c(Cl)c1)c1cccnc1
28	COc1cccc2c(=O)c(C/C=C(/C)Cl)c(C)[nH]c12
29	O=C(NCc1ccco1)C(=O)NCC1OCCN1S(=O)(=O)c1cc(F)ccc1F (stereo unspecified)
30	COCCN=C1OC(=O)N2C(=O)C3=C4[C@@H](C[C@H]5C(=O)N(c6ccccc6)C(=O)[C@H]5[C@H]4[C@@]12Cc1ccccc1)[C@H]1C(=O)N(c2ccccc2)C(=O)[C@H]1[C@H]3C
compound no.	25	26	27	28	29	30
Pf growth 96h	?	?	35.7%[activator]	/	-6.2%	?
TbPYK inhibitor	-3.9%	2.5%	3.2%	3.1%	6.2%	2.0%
LmPK inhibitor	/	0.3%	0.5%	7.1%	1.4%	3.2%
Pf growth 48h	?	7.7%	38.2%[activator]	0.738µM*	-2.4%	?
Sm TGR inh	-7.1%	-2.5%	0.3%	-21.3%	?	0.1%
HCV inh	13.9%	-27.7%	21.7%	-9.7%	4.6%	11.3%

31	CCOC(=O)C(C)Sc1nc(=O)n2ccccc2n1 (stereo unspecified)
32	CCCCc1nc(SCC(=O)N2CCCCC2)c2c(=O)n(C)c(=O)n(C)c2n1
33	CCN(CC(=O)Nc1c(F)cccc1F)C(=O)c1cccc(-n2cnnn2)c1
34	CC(=O)c1ccc(S(=O)(=O)Nc2ccc(C(=O)NCC(c3cccs3)N3CCOCC3)cc2)cc1 (stereo unspecified)
35	CC(C(=O)N1CCN(Cc2ccccc2)CC1)n1ncn2cccc2c1=O (stereo unspecified)
36	CCC1(C)Cc2ccccc2-c2nc(NCCCO)n(-c3ccccc3)c(=O)c21 (stereo unspecified)
compound no.	31	32	33	34	35	36
Pf growth 96h	?	?	32.2%[activator]	-8.7%	36.7%[activator]	10.4µM*
TbPYK inhibitor	-4.1%	0.7%	-6.5%	-3.3%	3.0%	-21.4%
LmPK inhibitor	-0.2%	/	/	/	-0.7%	11.9%
Pf growth 48h	-5.4%	?	-16.0%	?	6.3%	/
Sm TGR inh	-3.6%	-0.2%	-1.8%	14.1µM*	-3.4%	-32.9%
HCV inh	10.3%	?	1.2%	1.8%	7.2%	?

37	CCOC(=O)c1sc(S(C)(=O)=O)c2c1CCc1conc1-2
38	COCCNC(=S)NCc1ccc2[nH]c3c(c2c1)CCCC3
39	Cc1[nH]c2ccccc2c1C(=O)C(=O)NCC1CCCO1 (stereo unspecified)
40	O=C(NCCc1cccc(C(F)(F)F)c1)C1CCC(=O)N(Cc2ccc(Cl)cc2)C1 (stereo unspecified)
41	CNC(=O)/C(C#N)=C/c1c(N(Cc2ccccc2)Cc2ccccc2)nc2ccccn2c1=O
42	CC(C)Nc1oc(Cc2cccc3ccccc23)nc1C#N
compound no.	37	38	39	40	41	42
Pf growth 96h	-19.9%	16.2%	23.9%	?	?	3.0%
TbPYK inhibitor	-1.3%	-5.5%	0.9%	-4.1%	-9.8%	-2.1%
LmPK inhibitor	0.3%	-0.3%[11.5 µM]	-6.5%	0.9%	1.7%	0.9%
Pf growth 48h	?	3.2%	-28.7%	?	?	-15.7%
Sm TGR inh	12.6µM*	-10.6%	-2.7%	-21.3%	-1.2%	-29.8%
HCV inh	-16.5%	-26.0%	11.2%	-5.6%	?	?

43	Cc1[nH]c2ccccc2c1SCCNC(=O)c1ccc(S(=O)(=O)N2CCCC2)cc1
44	O=C(Oc1cc2oc(=O)cc(-c3ccccc3)c2cc1Cl)C1CCCCC1
45	O=C(CSCc1ccc(Br)cc1)Nc1ccc(S(=O)(=O)N2CCCCCC2)cc1
46	Cc1ccc(CNC(=O)CSc2nc3ccccc3[nH]2)cc1
47	CCc1ccc(N(CC(=O)NC2CCCC2)C(=O)CCC(=O)Nc2cc(C)on2)cc1
48	COc1cc(NC(=O)Cc2ccc(F)cc2)cc(OC)c1OC
compound no.	43	44	45	46	47	48
Pf growth 96h	13.1µM*	?	?	0.0%	?	12.5%
TbPYK inhibitor	-1.3%	-0.6%	0.0%	-6.7%	-3.1%	-4.8%
LmPK inhibitor	0.2%	2.3%	0.3%	1.8%	-3.2%	-5.8%
Pf growth 48h	?	?	?	7.3%	?	-1.1%
Sm TGR inh	-13.2%	11.1%	-6.0%	-1.6%	0.8%	0.0%
HCV inh	?	-8.5%	?	8.0%	7.8%	?

# Single values from the results shown.
# compound 31 – TbPYK inhibitor: -4.1%
# compound 21 – TbPYK inhibitor: 0.0%

# The list goes on.
49	CC(C)CNS(=O)(=O)c1ccc(CCC(=O)NCCC2=CCCCC2)cc1
50	CC1(OC(=O)C2CCCC2)C(=O)C=C2C=C(c3ccsc3)N(Cc3ccc4c(c3)OCO4)C=C2C1=O (stereo unspecified)
51	O=C(Cc1cccc2ccccc12)Nc1cc(Cl)ccc1C(=O)O
52	Cc1c(C(=O)OCCOC(C)C)[nH]c2c1C(=O)CC(C)(C)C2
53	COc1cccc(/C=C2\SC(=S)N(CCC(=O)NC3C=CS(=O)(=O)C3)C2=O)c1 (stereo unspecified)
54	CCOc1cc(C(=O)Nc2ccccc2N2CCN(S(C)(=O)=O)CC2)cc(OCC)c1OCC
compound no.	49	50	51	52	53	54
Pf growth 96h	32.2%	?	56.2%[activator]	-0.7%	?	-8.6%
TbPYK inhibitor	1.2%	-4.0%	9.6%	-11.6%	16.7%	-5.7%
LmPK inhibitor	-3.0%	-5.7%[11.5 µM]	-4.8%	9.9%	-1.9%	1.2%
Pf growth 48h	?	?	20.6%	3.1%	?	?
Sm TGR inh	1.6%[57.1 µM]	-11.7%	2.2%	-0.1%	10.7%	4.0%
HCV inh	-28.0%	-21.4%	9.4%	?	?	?

55	Cn1nnnc1SCC(=O)c1ccco1
56	CC(=O)c1ccc(S(=O)(=O)N2CCCC(N(C)CCc3ccccc3)C2)cc1 (stereo unspecified)
57	CC(C)[C@H](NC(=O)c1c(F)cccc1F)C(=O)OCC(=O)NC(=O)NC1CCCC1
58	O=c1[nH]c(CSc2cccc[n+]2[O-])nc2ccccc12
59	Cc1cc(OCC(=O)NC2CCN(Cc3ccccc3)CC2)c2c(C)c(C)c(=O)oc2c1
60	CN(CCOc1ccccc1)C(=O)C1CCC(=O)N(CCc2ccc(Cl)cc2)C1 (stereo unspecified)
compound no.	55	56	57	58	59	60
Pf growth 96h	30.2%[activator]	?	-7.3%	?	?	-13.6%
TbPYK inhibitor	-6.2%	4.8%	-1.9%	-25.2%	0.0%	-1.2%
LmPK inhibitor	3.2%	-6.5%	3.2%	0.1%	-3.9%	-1.3%
Pf growth 48h	/	-11.1%	15.8%	13.1µM*	-27.6%	-13.1%
Sm TGR inh	4.4%[11.4 µM]	?	-2.1%	-1.0%	-3.4%	-12.1%
HCV inh	6.7%	-17.9%	6.2%	17.7%	0.4%	/

# Source: PubChem BioAssay
